IMPase cell inh – IMPase inhibition in cells. P97697. 120,000 tested, under 10 active. CHO-M1 cells, IP1 accumulation, HTRF TR-FRET ratio. inhibition (IP1 accumulation), % at 46.1 µM; active = well fitted curve in the direction sought with a large enough effect in the signal ratio, not every such curve was filed as active; inconclusive = small, poorly fitted or top-dose-only effect, or a change in a side signal; inactive = no such curve, though single readings can be large or run the other way; the % refers to the signal ratio;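 also: cells stimulated with carbachol in lithium chloride buffer; plate controls were DMSO basal wells for no effect and reference inhibitor wells for full effect; higher means more IMPase inhibition seen as more IP1 and lower FRET ratio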
Target sequence (P97697 whole entry, looked up): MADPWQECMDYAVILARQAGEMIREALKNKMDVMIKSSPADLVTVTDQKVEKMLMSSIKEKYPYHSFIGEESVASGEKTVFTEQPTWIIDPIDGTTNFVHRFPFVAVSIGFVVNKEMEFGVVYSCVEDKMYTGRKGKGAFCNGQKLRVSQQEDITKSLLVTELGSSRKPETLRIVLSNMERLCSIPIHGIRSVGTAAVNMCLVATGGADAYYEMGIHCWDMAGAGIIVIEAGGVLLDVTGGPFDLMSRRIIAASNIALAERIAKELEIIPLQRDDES
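Carbachol-driven Gq signalling in CHO-M1 cells (2000/well) generates IP1. Compounds that block IMPase raise IP1 and so reduce the FRET signal from Eu-anti-IP1 and d2-IP1 after a 10 min room-temperature lysis.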
12-hLO inh – inhibitors of human 12-lipoxygenase (ALOX12) | purified 12-hLO, xylenol orange hydroperoxide absorbance | actives 0.12% (n = 150,000) | P18054 | Potency, µM (top dose mostly 57.1 µM), without a hit: at the highest dose activity change, negative = inhibition, actives largely listed as inhibitors; also: potency is read from the fitted curve at half-maximal effect; nearly all actives have a fitted effect of over 55% in size; many of its hits are not listed in these tables
Target sequence (P18054 whole entry, looked up): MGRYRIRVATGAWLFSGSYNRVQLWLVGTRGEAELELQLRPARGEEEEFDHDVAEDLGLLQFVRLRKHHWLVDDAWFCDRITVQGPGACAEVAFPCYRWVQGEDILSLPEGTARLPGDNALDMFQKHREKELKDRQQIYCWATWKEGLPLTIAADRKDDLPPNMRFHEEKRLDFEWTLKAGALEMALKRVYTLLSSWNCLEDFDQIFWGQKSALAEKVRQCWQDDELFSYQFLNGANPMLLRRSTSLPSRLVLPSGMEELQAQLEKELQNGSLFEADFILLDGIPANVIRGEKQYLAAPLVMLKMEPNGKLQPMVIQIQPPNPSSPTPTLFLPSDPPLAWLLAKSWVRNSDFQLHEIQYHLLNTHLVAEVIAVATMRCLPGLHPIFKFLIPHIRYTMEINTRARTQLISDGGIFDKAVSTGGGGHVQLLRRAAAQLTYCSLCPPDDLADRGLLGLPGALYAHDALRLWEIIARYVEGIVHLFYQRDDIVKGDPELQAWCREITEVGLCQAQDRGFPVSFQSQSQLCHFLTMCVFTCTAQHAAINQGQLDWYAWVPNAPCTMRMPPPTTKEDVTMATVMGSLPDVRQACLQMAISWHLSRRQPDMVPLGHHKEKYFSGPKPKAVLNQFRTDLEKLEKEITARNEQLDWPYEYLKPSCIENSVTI
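150 nM 12hLO, 25 mM Hepes pH 7.0 + 0.01% Triton X-100; cpd preinc 15 min RT; 40 uM arachidonic acid, 30 min RT; Fe-XO 30 min; A573/A405 ratio as read-out.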
PNC inhibitor – perinucleolar compartment assembly inhibition | PC3M PTB-GFP, PNC prevalence imaging, 16 h; active compounds read low | AID 2417 | activity change (PNC), negative = inhibition, % at 10 µM | actives 3.1% (n = 140,000);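 active = readout at or below -70, meaning at least 70% loss of cells showing the perinucleolar compartment, a nuclear body marking cancer cells; inconclusive = readout between -30 and a set limit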;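 also: plate controls were DMSO wells for no effect and camptothecin positive control wells for full effect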
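PC3M cells stably expressing PTB-GFP, 750–1000 cells/well, treated 16 h at 37 °C with compound (23 nl of library stock), in duplicate. After paraformaldehyde fixation and Hoechst stain, imaged at 20x; PNC prevalence scored by image analysis.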
15-hLO-2 inh – 15-hLO-2 (ALOX15B) enzyme inhibition | O15296 | purified 15hLO-2, xylenol orange hydroperoxide absorbance | Potency, µM (highest dose often 57.1 µM), for inactives: at the highest dose activity change, negative = inhibition, hits mostly inhibitors | actives 0.56% (n = 110,000) | AID 881; also: potency is read from the fitted curve at half-maximal effect; nearly all actives have a fitted effect of over 60% in size; many of its hits are not listed in these tables
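Screening format was qHTS against 50 nM purified 15hLO-2 in Hepes pH 7.5 with detergent. Activity follows hydroperoxide formation from 45 uM arachidonic acid, measured as 573:405 nm absorbance ratio of the ferric-xylenol orange complex.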
Starred values were filed as active, the others as inactive; ? = inconclusive; / = no result given; & = joins results of further samples; [ ] = dose if it differs, or a comment. Unless noted, calls follow the shape of the dose curve; as a rule, active = well fitted curve in the direction sought with a large enough effect; inconclusive = small, poorly fitted or top-dose-only effect, or another doubt; inactive = no such curve, though single readings can be large; an effect the other way counts as inactive or inconclusive. Unless noted, % is scaled to controls: 0 for no effect and ±100 for the full control effect.

SMILES	IMPase cell inh	12-hLO inh	PNC inhibitor	15-hLO-2 inh
COC(=O)c1[nH]c2ccc(Cl)cc2c1NC(=O)C1CC1	9	-9%	14	-7%
CC1=C(C(=O)OCCOC(C)C)C(c2cc3c(cc2Br)OCO3)CC(=O)N1 (stereo not drawn)	-2	4%	?	-6%
CCCCNC(=O)Nc1ccc(Br)cn1	8	-7%	0	0%
Cc1ccc(C)c(NC(=S)N=Nc2c(O)n(C)c3ccc(S(=O)(=O)N4CCOCC4)cc23)c1	10	-1%	?	/
COCc1c(C(=O)N2CCN(c3ccc(C(F)(F)F)cn3)CC2)oc2ccccc12	9	-5%	-5	22%
O=C(CC1C(=O)OCN1C(=O)OCc1ccccc1)OCC(=O)c1ccccc1 (stereo not drawn)	22	3%	22	2%
Cc1ccc(NC(=O)Cn2cnc3sc(C(=O)NCc4ccco4)c(C)c3c2=O)cc1Cl	-1	1%	-28	-8%
Cc1ccc([N+](=O)[O-])c(OCC(=O)OCC(=O)c2ccccc2)c1	-10	-2%	?	/
CC(C)c1nc2oc3c(=O)[nH]cnc3c2c2c1CCC2	9	-3%	17	-7%
Nc1c(C(=O)NCCN2CCOCC2)c2nc3ccccc3nc2n1CCc1ccccc1	2	-23%	?	0%
CCC(C)(C)NC(=O)c1ccc(S(=O)(=O)N(C)c2ccccc2OC)cc1	?	-2%	-9	3%
CCOC(=O)c1cnc2ccc(C)cc2c1NCCO	18	9%	?	/
CC1(C(=O)NCCCNc2ncc(C(F)(F)F)cc2Cl)C=CC2(CCCCC2)N1C(=O)c1ccccc1 (stereo not drawn)	/	-5%	/	11%
CCC(=O)N1CC23C=CC(CC2CC12CCCCC2)O3 (stereo not drawn)	-13	-3%	-124*	-6%
COc1ccc(Cl)cc1NC(=O)CCN1CCN(C)CC1	4	0%	5	4%
Cc1cccc(C(=O)NNC(=O)c2cccc(C)c2)c1	/	5%	2	/
Cn1c(SCc2nnc(-c3ccccc3Br)o2)nc2sc3c(c2c1=O)CCC3	-1	-5%	-30	-24%
O=c1cc(-c2ccccc2)[nH]n1-c1ccc([N+](=O)[O-])cc1	0	-20%	75	?
CC(NC(=O)c1ccco1)C(=O)OCc1cccc(Cl)c1 (stereo not drawn)	8	-14%	?	1%
COc1ccc(S(=O)(=O)N2CCOCC2)cc1N=Nc1sc(N)nc1-c1ccccc1	8	4%	-19	/
COC(=O)c1c(NC(=O)CSc2nnnn2-c2ccc3c(c2)OCO3)sc(C)c1C	9	-10%	23	-5%
Cc1cc(N(C)C)cc(C)[n+]1[O-]	3	1%	?	4%
CC(=O)Nc1cc(NC(=O)CCCC(=O)O)ccc1Cl	0	-3%	?	5%
O=C(c1c(F)cccc1F)N(Cc1ccccn1)C1CC1	8	7%	?	-6%
O=C(O)C1CCCCC1C(=O)NCCc1c[nH]c2ccccc12 (stereo not drawn)	-11	1%	-2	4%[2.29 µM]
CC(C)CCOc1cccc(OCC(=O)N(C)C2CCS(=O)(=O)C2)c1 (stereo not drawn)	-2	-2%	35	-7%
Cc1ccc2c(c1)N1C(=O)c3ccccc3C1C1=C(CC(C)(C)CC1=O)N2 (stereo not drawn)	8	-1%	?	/
NCCSc1nc(-c2ccccc2)c(-c2ccccc2)o1	/	-1%[11.4 µM]	/	-5%[11.4 µM]
CNC(=O)c1cc(S(=O)(=O)N(C)C)ccc1Cl	-2	1%	35	-2%
NCC(=O)[C@@H](O)[C@H](O)[C@H](O)CO	/	-3%[11.4 µM]	/	1%[11.4 µM]
O=c1cc(-c2ccccc2)nc2nc(CCc3ccccc3)[nH]n12	4	-2%	-107*	-2%
Cc1ccc(S(=O)(=O)N/N=c2\sc3ccccc3n2C)cc1	-6	-2%	-9	/
N#C/C(=C\c1cn[nH]c1-c1ccccc1)C(=O)NC1CCCCCC1	4	-4%	47	5%
CC(=O)c1sc2nc(-c3ccc(C)cc3)c3c(c2c1N)CCCC3	/	0%	37	/
O=C(Nc1ccc(O)c(-c2nc3ccccc3s2)c1)c1cccs1	/	0%	?	/
Cc1occc1C(=O)NN1C(=O)C2C3CCC(O3)C2C1=O (stereo not drawn)	/	-2%	-102*	/
Clc1ccc(-c2ccc(C=Nc3ccc(N4CCOCC4)cc3)o2)cc1	/	-15%	?	/
CCN(CCNS(=O)(=O)c1ccc2c(c1)oc(=O)n2C)c1ccccc1	0	1%	?	-1%
CCN(CC)CCCC1(CN)OCCc2ccccc21 (stereo not drawn)	4	6%	40	17%
COC(=O)[C@@]1(Cc2ccccc2)[C@H]2c3cc(C(=O)N(C)C)n(Cc4cc(F)c(F)c(F)c4)c3C[C@H]2CN1C(=O)c1ccccc1	/	1%	/	15%
CCCNc1cc(C)c(C#N)c2nc3ccccc3n12	10	27%	?	/
O=C(CSc1nc2ccccc2c(=O)n1-c1ccc(F)cc1)Nc1ccc(N2CCOCC2)cc1	-5	1%	-29	/
O=C(NNS(=O)(=O)c1ccc(Br)cc1)c1ccncc1	3	-5%	-4	-8%
COn1c(SCC(=O)N(C)C)nc2ccccc2c1=O	-12	2%	-3	1%
COc1cc(C2/C(=C(\O)c3ccc4c(c3)CC(C)O4)C(=O)C(=O)N2Cc2ccco2)ccc1O (stereo not drawn)	/	-3%	3	/
Cc1ccc(C(=O)COc2ccccc2N2C(=O)c3ccccc3C2=O)cc1	0	-1%	-13	/
C=CCOc1cccc(/C=N/NC(=O)C(=O)NCc2ccco2)c1	2	5%	49	-7%
C/C(=N\OC(=O)NC(C)C)c1sc(-c2ccc(Cl)cc2)nc1C	-10	-1%	-24	5%
Cc1cc2ncn(-c3ncnc4sc5c(c34)CCCC5)c2cc1C	-1	-1%	23	32%[activator]
CCOC(=O)c1c(N2C(=O)Nc3ccccc3N2O)sc2c1CCCCC2	/	-4%	-3	/
CC(C(=O)Nc1ncn[nH]1)N1C(=O)c2ccccc2C1=O (stereo not drawn)	-3	3%	21	/
COC(=O)c1ccc(OCCOc2ccccc2)cc1	3	2%	11	8%
CC(=O)c1ccc(N2CCN(C(=O)C3(S(=O)(=O)c4ccc(Cl)cc4)CC3)CC2)cc1	8	-6%	0	2%
O=C1NCC(COCc2ccccc2)O1 (stereo not drawn)	1	-1%	?	3%[2.29 µM]
N#Cc1ccc(CN2CCCC3(CCN(C(=O)c4cc(C(F)(F)F)cc(C(F)(F)F)c4)CC3)C2)cc1	/	-2%	/	16%
O=C(Nc1ccccc1Cl)NC1(C(=O)N2CCCCC2)CCCCC1	?	8%	0	/
Cn1c(=O)c2c(n(Cc3ccccc3)c1=O)NC(=O)C2CC(=O)NCc1cccc(Cl)c1 (stereo not drawn)	5	-1%	4	8%
CCOc1ccc2nc(SCc3ccc(F)cc3)sc2c1	/	-2%	1	/
COCCn1c(C)cc(C(=O)CSc2n[nH]c(N)n2)c1C	16	-15%	-11	5%
CCOC(=O)c1[nH]c2ccccc2c1NC(=O)c1ccc(S(=O)(=O)N2CCCC2)cc1	/	-1%	14	/

Brought forward from above: 2 entries, then new ones.
SMILES	IMPase cell inh	12-hLO inh	PNC inhibitor	15-hLO-2 inh
COCCn1c(C)cc(C(=O)CSc2n[nH]c(N)n2)c1C	16	-15%	-11	5%
CCOC(=O)c1[nH]c2ccccc2c1NC(=O)c1ccc(S(=O)(=O)N2CCCC2)cc1	/	-1%	14	/
CCc1ccccc1NC(=S)NCc1cccn1C	/	-5%	-27	/
CC(C)(C)c1nnc2sc(SCC(=O)c3ccccc3)nn2c1=O	2	-3%	16	-8%
CC(C)NC(=O)C1CCN(C(=O)c2cc3sccc3n2Cc2ccc(F)cc2)CC1	-3	-1%	-22	2%
COc1cccc(Cn2c(=O)c(C)nc3cnc(N4CCNCC4)nc32)c1	/	-1%	/	41%[activator]
CCn1nnnc1SCC(=O)c1cc(OC)ccc1OC	-2	-9%	-5	-7%
CC1=CC(=O)C=CC1(C)C(Cl)(Cl)Cl (stereo not drawn)	6	3%	82	-3%
Cc1ccc(S(=O)(=O)Nc2ccc3c(c2)ncn3C(C)(C)C)cc1	6	-18%	?	7%
O=C(NC1CCCCC1)C(c1ccc(F)cc1)N(Cc1ccc2c(c1)OCO2)C(=O)c1cnsn1 (stereo not drawn)	17	0%	?	/
COC(=O)c1cc(Br)c(=O)n(-c2ccc(F)cc2)c1	-14	-2%	-3	5%
CCOc1nc2ccccc2nc1C	2	-1%	35	-8%
COC(=O)[C@H]1C(OC)[C@@H](OC(=O)c2cc(OC)c(OC)c(OC)c2)C[C@@H]2CN3CCc4c([nH]c5cc(OC)ccc45)[C@H]3C[C@H]21 (stereo partly drawn)	/	-7%	/	-1%
c1ccc(-c2ccccn2)nc1	-2	-2%&-4%	3	19%
CCOC(=O)C(C(=O)OCC)C(Nc1cccc(Br)c1)c1ccccc1 (stereo not drawn)	0	1%	61	11%
CC1=C(C(=O)Nc2cc(C)ccc2C)C(c2cccs2)NC(=S)N1 (stereo not drawn)	-1	3%	89	-20%
Cc1ccc(S(=O)(=O)N2CCC(=O)N(C(COCc3cccc(Cl)c3)C(C)C)CC2)cc1 (stereo not drawn)	/	-1%	?	/
Cc1ccc(S(=O)(=O)NCCc2nnc3ccc(SCC(=O)Nc4nc(C)cs4)nn23)cc1	/	-1%	28	/
CCOc1cc(/C=N/O)ccc1OCc1ccccc1F	/	0%	-6	/
CCOC(=O)c1ccc(NC(=O)C2CC2)cc1	2	-11%	-14	-2%
Cc1nnc(NC(=O)COc2ccccc2)s1	-7	-4%	24	0%
O=C(CCl)Nc1cccc2ncccc12	11	2%	-6	/

Some of these compounds in order of formula weight, low to high.
SMILES	IMPase cell inh	12-hLO inh	PNC inhibitor	15-hLO-2 inh
CCOc1nc2ccccc2nc1C	2	-1%	35	-8%
CC1=CC(=O)C=CC1(C)C(Cl)(Cl)Cl (stereo not drawn)	6	3%	82	-3%
COC(=O)[C@H]1C(OC)[C@@H](OC(=O)c2cc(OC)c(OC)c(OC)c2)C[C@@H]2CN3CCc4c([nH]c5cc(OC)ccc45)[C@H]3C[C@H]21 (stereo partly drawn)	/	-7%	/	-1%

3 entries already listed, ordered by the value under 15-hLO-2 inh, largest number first:
SMILES	IMPase cell inh	12-hLO inh	PNC inhibitor	15-hLO-2 inh
c1ccc(-c2ccccn2)nc1	-2	-2%&-4%	3	19%
Cc1ccc(S(=O)(=O)Nc2ccc3c(c2)ncn3C(C)(C)C)cc1	6	-18%	?	7%
CCOC(=O)c1ccc(NC(=O)C2CC2)cc1	2	-11%	-14	-2%

(continued)
SMILES	IMPase cell inh	12-hLO inh	PNC inhibitor	15-hLO-2 inh
CCN(c1ccccc1)c1cc(C)nc2ncnn12	-6	2%	?	/
c1cn(CCCNc2ncnc3sc4c(c23)CCC4)cn1	11	0%	-13	10%
Cc1csc2nc(CNC(=O)c3cccc(C(F)(F)F)c3)cn12	0	1%	21	20%
CCC(=O)N(Cc1cc2cc(OC)ccc2[nH]c1=O)c1ccccc1C	?	-5%	-18	9%
CCOc1ccc(C2CC(=O)NC(SCC(=O)OC)=C2C#N)cc1 (stereo not drawn)	2	-3%	30	-10%
C=C(C)Cc1c(C)nc(-c2ccccc2)[nH]c1=O	3	2%	0	/
Cc1ccc(S(=O)(=O)NC(CC(C)C)C(=O)Oc2ccc3c4c(c(=O)oc3c2)CCC4)cc1 (stereo not drawn)	-6	-7%	-8	-21%
COc1ccc(C(=O)OCCNC(=O)c2c(Cl)nc3ccccn23)cc1	1	2%	?	-2%
CCc1ccc2c(c1)C1(SC(NC(C)=O)=NN1C(C)=O)C(=O)N2C(C)C (stereo not drawn)	-10	-3%	38	-7%
COc1ccc(Cc2nnc(SCC(=O)c3ccccc3)o2)cc1	-6	-4%	3	7%
N#C/C(=C\C=C\c1ccccc1[N+](=O)[O-])c1nc(-c2ccc3c(c2)OCO3)cs1	12	6%	14	-15%
Cn1c(N)c(C(=O)COC(=O)C2(c3ccc(Cl)cc3)CCCC2)c(=O)n(C)c1=O	5	-4%	-6	13%
COCCN1Cc2cccc(C(=O)Nc3cccc(C)c3C)c2C1=O	-3	1%	-4	2%
CC(c1ccco1)N(C(=O)COc1ccccc1[N+](=O)[O-])c1ccccn1 (stereo not drawn)	14	-6%	-8	0%

Source: PubChem
